MITF TRPM1 inh = MITF TRPM1 promoter inhibition in SK-MEL-5 cells. inhibition, % at 12.5 µM. SK-MEL-5 TRPM1 promoter luciferase, 24 h. 330,000 tested, 0.83% active;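 active = mean inhibition across replicates of 60% or more, whatever share of single replicates reaches that level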; note: values of inactives mirror those of a sister screen read the other way
Vif inh = inhibitors of HIV Vif; HEK293T cells, Vif self-association by quenched fluorescence, imaging, 24 h; inhibition, % at 7.49 µM; 340,000 tested, 0.35% active; in the data active = inhibition above about 50%, passing the limit was not always enough; note: some results filed as inactive read as strong as hits
aDG glyco act = alpha-DG glycosylation activation | activation, % at 10 µM | AID 624168 | Pro5-aDG cells, alpha-DG glycosylation AlphaScreen (IIH6); 0% Pro5, 100% B10-LARGE cell signal | 360,000 tested, 0.22% active;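 active = activation of at least 8% versus controls, or a plate z-score of at least 8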;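 note: Pro5 are CHO cells carrying HIG-tagged alpha-DG that lacks glycosylation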
hiPSC survival = hiPSC single-cell survival enhancement; survival enhancement, % at 20 µM; 360,000 tested, 0.044% active; ATPlite luminescence; 100% = ROCK inhibitor wells, 0% = DMSO; in the data active = survival enhancement above about 18%;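 note: cells exposed to compounds for 16 hours before the ATP read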
Exocytosis inh = blocks lytic granule exocytosis; TALL-104 LAMP-1 surface exposure, flow cytometry; cells stimulated with thapsigargin and PMA; inhibition, % at 10 µM; 360,000 tested, 0.66% active;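 active = inhibition above about 55%, limit read from the data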
Peg3 prom inh = inhibitors of Peg3 promoter | 360,000 tested, 1.7% active | inhibition, % at 20 µM | HeLa PEG-Prom luciferase reporter, luminescence, overnight;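 active = inhibition of at least 50% at 20 µM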
CaV13 ICDI inh = Disruptors of the CACNA1D IQ motif to Ca2+-dependent inactivation inhibitor domain association, primary screening, Förster resonance energy transfer in intact living …; HEK cells, CFP/YFP FRET ICDI-IQ, plate reader, 10 min; percent FRET-ratio fall versus neutral wells; inhibition, % at 12.3 µM; 340,000 tested, 0.098% active; AID 743397;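 active = mean replicate inhibition of at least 30% and at least 1% of replicates passing that level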;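 note: 0% = median of the neutral control wells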
PDI turbidity = PDI (human) enzyme inhibition | P07237 | PDI insulin aggregation turbidity, A650, 90 min | inhibition, % at 10 µM | 350,000 tested, 0.052% active;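 active = mean inhibition across replicates of 30% or more, whatever share of single replicates reach that level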;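 note: absorbance from insulin aggregation driven by PDI reduction with DTT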
Target sequence (P07237 whole entry, looked up): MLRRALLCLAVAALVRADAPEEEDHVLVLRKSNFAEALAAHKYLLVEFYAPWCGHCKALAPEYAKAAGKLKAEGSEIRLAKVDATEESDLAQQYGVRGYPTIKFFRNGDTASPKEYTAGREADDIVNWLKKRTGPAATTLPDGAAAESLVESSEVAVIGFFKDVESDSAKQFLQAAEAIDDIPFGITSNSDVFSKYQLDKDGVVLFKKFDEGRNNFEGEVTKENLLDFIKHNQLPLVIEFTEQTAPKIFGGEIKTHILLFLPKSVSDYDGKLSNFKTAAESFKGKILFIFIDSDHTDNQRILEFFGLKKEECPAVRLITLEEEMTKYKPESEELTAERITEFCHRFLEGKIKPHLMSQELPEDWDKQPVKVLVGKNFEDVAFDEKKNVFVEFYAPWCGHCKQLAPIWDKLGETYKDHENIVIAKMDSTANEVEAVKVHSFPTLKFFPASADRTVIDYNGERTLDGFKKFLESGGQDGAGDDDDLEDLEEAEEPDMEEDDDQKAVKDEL
HIF-2a block = inhibitors of HIF-2a. AID 624352. 786-0 RCC cells HIF-2a reporter, luciferase luminescence, overnight. 360,000 tested, 0.72% active. inhibition, % at 18.8 µM;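 active = inhibition of the luminescence signal of 40% or more relative to plate controls, in a single-dose primary screen at 18.75 µM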
NR2E3 ag-1 = activates human NR2E3 receptor; AID 602229; Q9Y5X4; inhibition of corepressor binding, % at 3.98 µM; 360,000 tested, 0.35% active; CHO-S Gal4-NCOR/VP16-NR2E3 two-hybrid, luciferase;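 active = inhibition above the mean of all tested compounds plus 3 SD, cut at about 70% in these data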;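 note: 0% = DMSO with NR2E3 transfected cells and 100% = cells lacking NR2E3 construct; higher means lower luciferase signal from less NR2E3 corepressor binding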
Target sequence (Q9Y5X4 whole entry, looked up, the tested form may be a part): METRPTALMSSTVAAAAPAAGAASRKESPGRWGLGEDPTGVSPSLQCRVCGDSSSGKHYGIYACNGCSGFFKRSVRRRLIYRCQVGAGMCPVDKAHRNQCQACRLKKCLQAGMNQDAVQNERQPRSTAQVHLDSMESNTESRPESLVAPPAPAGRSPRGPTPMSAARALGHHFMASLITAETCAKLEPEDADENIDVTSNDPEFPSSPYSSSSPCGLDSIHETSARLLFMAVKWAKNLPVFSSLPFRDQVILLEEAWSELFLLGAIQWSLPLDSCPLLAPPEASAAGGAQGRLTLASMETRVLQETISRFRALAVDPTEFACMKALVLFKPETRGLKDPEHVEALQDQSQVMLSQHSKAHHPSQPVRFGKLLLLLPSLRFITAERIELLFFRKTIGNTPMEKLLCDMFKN
NR2E3 ag-2 = activates human photoreceptor nuclear receptor NR2E3; Q9Y5X4; GST-NR2E3/biotin-RetCOR TR-FRET, 1536-well; inhibition of corepressor binding, % at 4.78 µM; 320,000 tested, 0.12% active; AID 2300;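 active = percent inhibition above the cutoff of mean plus 3 SD of all tested compounds, set per screening campaign, cut at about 20% in these data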;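 note: 0% = DMSO wells and 100% = biotin wells as full block of FRET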
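Material: NR2E3–RetCOR corepressor complex | Quantity: 1.35 nM GST-tagged NR2E3 final | Schedule: 5 h at 4 °C | Replication: Singlicate compound wells | Reagent: RetCOR corepressor, biotinylated, 7 nM | Controls: Biotin wells as high control, 0.6% DMSO wells as low control | Signal: TR-FRET, Eu(K)-anti-GST donor, streptavidin-D2 acceptor, ex 340, em 617/671 nm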
The depositor's hits bear a star; . = no result given.

Start of the data: the first four entries (preview)
nr	molecule	MITF TRPM1 inh	Vif inh	aDG glyco act	hiPSC survival	Exocytosis inh	Peg3 prom inh	CaV13 ICDI inh	PDI turbidity	HIF-2a block	NR2E3 ag-1	NR2E3 ag-2
1	COc1ccc(C)cc1NC(=O)COC(=O)C1CC1	-5.7	12.8	0.2	-2.1	4.0	3.1	.	0.9	15.1	-22.0	1.1
2	CCCn1c(=O)[nH]c(=O)c2c1nc(-c1ccc(C(F)(F)F)cc1)n2CCOC	.	13.6	0.0	-0.7	2.8	-1.8	-2.3	2.1	19.2	-10.6	3.0
3	CC1CCN(c2nc3ccc(C(=O)O)cc3s2)CC1	89.9*	18.1	-0.1	0.2	4.0	106.1*	-6.9	1.7	89.2*	-22.4	-4.3
4	CCCOC(=O)C1C2C=CC(C3CC23)C1C(=O)OCC(=O)c1ccccc1 (configuration not stated)	-1.3	-2.1	0.3	5.9	-2.9	16.2	-7.7	-4.3	18.2	-7.8	-1.0

Main list, repeating the preview:
nr	molecule	MITF TRPM1 inh	Vif inh	aDG glyco act	hiPSC survival	Exocytosis inh	Peg3 prom inh	CaV13 ICDI inh	PDI turbidity	HIF-2a block	NR2E3 ag-1	NR2E3 ag-2
1	COc1ccc(C)cc1NC(=O)COC(=O)C1CC1	-5.7	12.8	0.2	-2.1	4.0	3.1	.	0.9	15.1	-22.0	1.1
2	CCCn1c(=O)[nH]c(=O)c2c1nc(-c1ccc(C(F)(F)F)cc1)n2CCOC	.	13.6	0.0	-0.7	2.8	-1.8	-2.3	2.1	19.2	-10.6	3.0
3	CC1CCN(c2nc3ccc(C(=O)O)cc3s2)CC1	89.9*	18.1	-0.1	0.2	4.0	106.1*	-6.9	1.7	89.2*	-22.4	-4.3
4	CCCOC(=O)C1C2C=CC(C3CC23)C1C(=O)OCC(=O)c1ccccc1 (configuration not stated)	-1.3	-2.1	0.3	5.9	-2.9	16.2	-7.7	-4.3	18.2	-7.8	-1.0
5	O=C(Nc1cccc(F)c1)C1CCCCC1	-18.8	2.7	0.1	-3.6	10.1	-25.0	-10.1	2.1	-42.2	-2.3	1.5
6	Cc1ccc(C(=O)N[C@H](C(=O)Nc2cccc(S(=O)(=O)N3CCOCC3)c2)C(C)C)cc1	.	3.7	-0.2	0.2	-2.9	16.7	-5.5	-3.0	11.9	-2.3	.
7	Cc1nc2ccccc2n1CC(=O)N/N=C/c1cccs1	-9.9	-9.7	-0.2	3.3	-1.2	-8.5	-2.8	10.7	3.6	-20.1	-4.1
8	CC(=O)c1cccc(NC(=S)N2CCN(S(=O)(=O)c3ccc(F)cc3)CC2)c1	-7.9	-4.7	0.4	0.4	-7.4	-5.0	-9.4	16.1	-29.5	-6.9	0.1
9	Cc1ccc(OS(=O)(=O)c2ccccc2)c(/C=N/N=C2\NC(=O)C(C)S2)c1 (configuration not stated)	-2.4	-7.7	0.1	2.0	2.5	-52.8	1.2	11.6	-75.2	-20.4	-2.8
10	COc1ccc2nc(-c3ccccc3)nc(SC)c2c1	-28.8	0.9	0.2	-1.9	-2.0	-213.3	-8.5	1.8	-135.2	-22.3	.
11	CSCCC(NS(=O)(=O)c1ccc(Cl)cc1)C(=O)OCC(=O)NC1CC1 (configuration not stated)	8.4	-4.5	-0.1	-2.2	-0.8	10.7	.	-8.0	13.7	-32.2	-0.6
12	Cc1ccc(CN2CC(C(=O)N3CCN(S(=O)(=O)c4ccc(C)cc4C)CC3)CC2=O)cc1 (configuration not stated)	.	1.9	0.3	0.9	-1.0	10.4	-2.1	17.4	28.0	-3.3	-3.1
13	CC(C)N1CC2(CC(c3ccccc3C(F)(F)F)=NO2)CN1C(=O)c1ccc(C(C)(C)C)cc1 (configuration not stated)	.	-0.4	0.2	-1.8	-1.9	15.1	-6.0	2.5	6.7	22.7	.
14	C=CCc1cc(/C=C2/NC(=O)NC2=O)cc(OCC)c1O	-0.3	2.2	-0.2	-1.0	2.7	18.4	0.1	12.5	10.3	3.9	1.7
15	NC(=O)NCc1cccc(Cl)c1	-9.0	25.3	0.0	2.6	1.4	-1.4	.	-1.1	4.3	-11.3	-0.8
16	CCC(CC)N1CCN(CC2CC=CCC2)CC1 (configuration not stated)	-14.9	22.4	0.7	1.4	-15.9	-1.5	-3.9	8.2	9.8	4.4	-1.3
17	CCCC(C(=O)OCCN(CC)CC)(c1ccccc1)c1ccccc1	-31.9	-2.8	2.8	-2.0	3.9	-0.7	-5.1	1.5	-20.1	-7.5	6.5
18	NC(=O)/C(=C/c1cccnc1)NC(=O)c1ccccc1	8.7	7.1	0.2	-0.9	5.3	-1.3	-4.2	5.5	16.8	-25.2	-0.1
19	COc1ccc(CCCc2nnc(SCC(=O)Nc3nc(C)cs3)n2C)cc1C	5.3	-4.1	0.3	3.4	7.9	12.1	.	-11.7	-2.4	4.5	-2.4
20	CC(C)(C)c1ccc(OCC(O)CN2CCN(c3ccccn3)CC2)cc1 (configuration not stated)	-8.7	1.0	0.1	-0.5	-1.1	-6.2	-6.7	0.0	-13.7	-11.9	-0.4
21	CCOC(=O)c1ccc(Nc2ncnc3c2cnn3C)cc1	-30.9	2.0	0.5	-0.8	0.3	-53.3	-3.2	4.2	-63.5	-20.8	0.5
22	COc1cccc(OC)c1OCCCCn1cnc2ccccc2c1=O	10.4	-12.0	0.9	0.7	0.8	17.3	-3.5	-1.1	16.3	3.8	0.1
23	COc1ccc(-c2nc(-c3cccc(C)c3)no2)cc1OC	-46.6	12.3	0.2	4.4	1.8	-308.6	-8.0	-2.3	-319.4	-93.6	1.1
24	C/C(=N\Nc1cccc(C(=O)O)c1)c1ccc(Cl)s1	-72.0	-0.3	-0.3	-0.7	1.9	-213.1	11.8	2.9	-292.3	-155.8	0.0
25	O=c1cc(N2CCCCC2)c2ccccc2o1	23.1	-16.9	-0.1	1.5	8.2	8.6	-5.6	-0.3	-18.5	3.4	-0.3
26	Cc1nc2c(c3c1[nH]c1ccccc13)C(O)CC(C)(C)C2 (configuration not stated)	26.4	-8.8	0.3	-0.2	-1.2	12.0	-7.8	-3.5	4.6	1.3	3.9
27	O=C(Cn1c(=O)oc2ccccc21)Nc1ccccc1Cl	12.1	-5.5	0.0	-0.8	-2.2	22.0	-4.6	-7.0	21.3	-21.9	-2.4
28	CC(=O)Nc1ccc(C(=O)Nc2cccc(S(=O)(=O)NC3=NCCC3)c2)cc1	1.4	-8.2	0.2	-0.1	22.3	-8.8	-3.3	0.5	-8.0	-7.8	-2.5
29	COC(=O)c1cc(S(=O)(=O)NCc2ccc3c(c2)OCO3)c[nH]1	-0.4	6.4	-0.2	0.3	-4.3	-8.5	-5.3	15.7	13.6	-3.7	0.9
30	CN(Cc1ccccc1)S(=O)(=O)c1ccc(OCC(=O)NCc2cccnc2)cc1	-4.3	-7.3	0.0	-0.8	8.7	-11.0	-4.6	-2.9	-16.7	21.1	1.1
31	CCc1nc(SCC(=O)N2CCN(c3ccccc3)CC2)c2oc3ccccc3c2n1	-0.8	-18.0	0.3	-2.1	2.5	43.6	-8.2	-8.2	2.5	1.7	0.7
32	Cc1ccc(S(=O)(=O)N2CCC(C(=O)Nc3ccc(N4CCOCC4)cc3)CC2)cc1C	7.8	5.9	0.1	-0.4	1.6	3.6	-6.5	-3.1	-3.2	-18.0	.
33	CNc1ccc(Br)cc(C(=O)/C=C/c2cccc(Cl)c2Cl)c1=O	80.6*	-2.6	-0.5	-3.9	98.2*	105.6*	-3.3	0.2	13.4	-26.9	.
34	c1ccc(-n2ncc3c(NCc4ccc5c(c4)OCO5)ncnc32)cc1	-18.9	2.5	0.3	0.6	2.4	-84.9	-7.5	2.9	-147.2	-31.9	-1.4
35	CC(=O)c1c(C)[nH]c(C(=O)COC(=O)CCNS(=O)(=O)c2ccc(C)c(C)c2)c1C	.	-2.4	-0.3	0.7	10.0	-22.2	-18.0	27.9	8.7	2.8	.
36	Cc1ccc(/C=N/NC(=O)c2cc3ccccc3cc2O)o1	-4.6	4.0	0.0	0.2	6.0	-128.5	-7.8	3.3	-159.4	-26.5	3.3
37	CCCNC(=O)COc1coc(CN2CCN(Cc3ccccc3)CC2)cc1=O	3.6	-0.3	-0.2	0.4	-9.9	-12.5	-2.7	0.8	1.9	10.0	-3.7
38	CC1CC(C)CN(S(=O)(=O)c2cccc3nsnc23)C1 (configuration not stated)	3.7	-6.7	0.2	-0.3	-6.2	25.4	-7.9	-4.9	10.2	-22.7	-0.8
39	CCCOn1c(-n2nc(C)cc2C)nc2ccccc2c1=O	1.2	-9.4	0.0	3.9	4.7	-8.3	-4.6	6.6	0.3	6.5	-0.3
40	Cc1onc(-c2ccccc2Cl)c1C(=O)NCc1ccc(S(N)(=O)=O)cc1	-8.3	42.1	0.0	-3.0	1.4	4.6	-4.4	5.9	14.5	10.2	0.4
41	CC(C)[C@H](NC(=O)c1c(F)cccc1F)C(=O)N1CCN(c2ccc(F)cc2)CC1	1.9	2.5	0.0	0.0	-18.3	5.5	-3.1	-1.4	1.1	-8.5	2.1
42	Cc1cc(C(=O)Nc2cccc(NC(=O)c3ccco3)c2)ccc1[N+](=O)[O-]	3.7	-8.7	-0.5	0.1	-2.2	-16.6	.	1.8	-52.0	-3.3	.
43	Cc1cc(C)nc(-n2nc(C)cc2NC(=O)CN2CCCC(C)C2)n1 (configuration not stated)	1.4	-7.9	0.0	0.9	-1.9	-0.4	.	-10.3	-0.3	4.9	4.1
44	COc1cc(C(=O)O)cc(OC)c1OCc1cc(C(=O)O)oc1C	9.5	.	-0.1	4.0	2.2	3.5	.	-2.2	17.5	5.1	2.6
45	c1ccc(OCCSc2ncnc3nc[nH]c23)cc1	-26.0	-0.5	0.0	1.9	-3.3	-135.7	-7.6	3.7	-183.7	-38.2	1.8
46	CCCCc1c(C)nc2ccc(C)cc2c1SCCC(=O)O	11.3	-8.1	0.6	1.0	-2.2	4.0	-2.6	-0.6	24.7	11.6	5.9
47	CCOc1cccc(/C=C2\NC(=S)N(c3ccccc3)C2=O)c1O	-15.3	-17.5	-0.1	-0.2	5.0	-196.7	-21.8	5.3	-229.1	-111.3	-0.8
48	CCOC(=O)c1cccc(NC(=O)c2cncc(Br)c2)c1	-46.4	-4.3	0.1	2.9	2.2	-138.8	-3.1	2.6	-147.3	19.6	1.0
49	O=C(COC(=O)c1ccccc1NC(=O)c1ccco1)Nc1ccc2c(c1)OCO2	1.3	-8.6	-0.1	0.0	0.1	-38.1	-5.9	2.7	-44.1	3.5	0.3
50	O=Cc1ccc(-c2cccs2)s1	-9.4	-9.6	-0.2	0.6	12.5	-88.6	-5.3	-4.7	43.7*	-51.8	.
51	CC1Oc2ccccc2N(Cc2cccnc2)C1=O (configuration not stated)	-10.1	-6.6	-0.1	-0.3	-1.8	12.5	-7.6	-1.9	4.1	-4.3	3.1
52	O=C(NCC1CC1)c1onc(CSc2ccc(F)c(F)c2)c1C(=O)NCC1CC1	3.5	.	-0.1	-1.7	-1.7	3.7	-3.6	-2.3	13.6	-22.9	2.7

High-throughput results: PubChem, several laboratories
